# KOR beta-arrestin-1: KOR antagonists, beta-arrestin recruitment, cell-based, luminescence, uHTS (AID 1778); one-dose inhibition, % at 10 µM; IC50 in µM for titrated hits; KOR beta-arrestin recruitment, luminescence, antagonist mode; higher % means a stronger effect; hit rate 0.091% among 290,000; in the data active means inhibition above about 50%; further: strong numbers were not always called active
# GPR35 antagonists: inhibition of zaprinast-stimulated GPR35 beta-arrestin translocation – imaging, U2OS, beta-arrestin-GFP, zaprinast agonist, primary screen (AID 2058) | U2OS GPR35 beta-arrestin-GFP translocation imaging, zaprinast antagonism; higher % means a stronger effect | one-dose inhibition, % at 10 µM; IC50 in µM for titrated hits | hit rate 0.052% among 290,000;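 active means inhibition of at least 50% with at least 30 cells and total cytoplasm GFP at most 10,000,000; inconclusive means under 30 cells or total GFP of 10,000,000 plus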
# GPR55 antagonists: GPR55 antagonists blocking LPI-driven arrestin recruitment, primary screen, imaging, U2OS, beta-arrestin-GFP, LPI agonist (AID 2013). U2OS GPR55 beta-arrestin-GFP translocation imaging, LPI antagonism; higher % means a stronger effect. inhibition, % at 10 µM, or IC50 in µM where a hit was titrated. hit rate 0.13% among 290,000;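 active means spots per cell inhibited over 60%, with over 100 cells counted and total cytoplasm intensity under 500,000; inconclusive means wells with under 100 cells, flagged as likely toxic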;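 further: U2OS cells stably carrying GPR55 and arrestin-GFP stimulated by 5 µM LPI near EC80; imaged beta-arrestin-GFP aggregate spots per cell after agonist stimulation; plate controls were LPI-stimulated DMSO wells for no effect and DMSO wells without LPI for full effect; some results filed as inactive read as strong as hits; confirmed hits need IC50 under 10 µM and bright autofluorescent wells are also inconclusive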
# Dengue-2 NS5 capping: Dengue-2 NS5 methyltransferase inhibitors, primary screen, biochemical, confirmation dose response (AID 588689) | Dengue-2 NS5 methyltransferase capping enzyme assay, biochemical; higher % means a stronger effect | one-dose inhibition, % at 25 µM; IC50 in µM for titrated hits | hit rate 0.3% among 340,000; in the data active means a potency from the dose series; inconclusive means inhibition above about 29% without an active follow-up result
# KOR beta-arrestin-2: kappa opioid receptor activators – cell-based, luminescence, uHTS, primary screen (AID 1777); KOR beta-arrestin recruitment, luminescence; higher % means a stronger effect; activation, % at 10 µM, or EC50 in µM where a hit was titrated; hit rate 0.02% among 280,000; in the data active means activation above about 50%, passing the limit was not always enough; further: a part of the inactive calls stands beside numbers as strong as those of hits
# West Nile antiviral: inhibition of WNV-induced cytopathic effect – cell-based, CPE readout (AID 1621); hit rate 0.02% among 290,000; CPE inhibition, % at 10 µM; hits with a dose series show IC50 in µM; West Nile virus-infected cells, CPE inhibition; higher % means a stronger effect; in the data active means a potency from the dose series; inconclusive means CPE inhibition mostly from about 3.7% at the one dose, without a potency; inactive means the rest, 99 in 100 with CPE inhibition below about 2.2%; further: strong numbers were not always called active
# NOD1 inhibition: inhibition of NOD1-driven NF-kB reporter – cell-based, luminescence, uHTS, primary screen (AID 1578). NOD1-driven NF-kB luciferase reporter cells, luminescence; higher % means a stronger effect. inhibition, % at 4 µM; hits with a dose series show EC50 in µM. hit rate 1% among 290,000; in the data active means inhibition mostly above about 36%, no sharp cut-off; inactive means mostly below about 34%;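 further: HEK-293T reporter cells stimulated with the NOD1 agonist gamma-tri-DAP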
# HIV fusion peptide: inhibitors of HIV fusion peptide binding, primary screen, biochemical, uHTS, fluorescence dequenching (AID 1986); cell-free peptide binding, fluorescence dequenching, 30 min; higher % means a stronger effect; hit rate 0.3% among 290,000; one-dose inhibition, % at 20 µM; IC50 in µM for titrated hits; in the data active means inhibition mostly above about 52%, no sharp cut-off; inactive means mostly below about 76%; further: some results filed as inactive read as strong as hits
# GPR55 beta-arrestin: selective activators of receptor GPR55 – imaging, U2OS cells, beta-arrestin-GFP redistribution, primary screen (AID 1961). U2OS GPR55 beta-arrestin-GFP redistribution imaging; higher % means a stronger effect. activation, % at 10 µM; hits with a dose series show EC50 in µM. hit rate 0.048% among 290,000;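 active means activation above 40% with more than 50 cells counted in the well; inconclusive means wells holding fewer than 50 cells, flagged as toxic or sparse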;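 further: U2OS osteosarcoma cells stably expressing GPR55 and beta-arrestin-GFP; plate controls were DMSO negative control for no effect and LPI positive control for full effect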
# Dengue-2 NS5 capping pilot replicate: also measured in Dengue-2 NS5 capping; calls as there; inhibition, %; measured here: pilot screen replicate inhibition
# Active calls of the source: *; ? = inconclusive; · = not tested or not shown; [ ] = dose if it differs, or a comment. An excerpt; the hit share may differ from the screen's.
SMILES,KOR beta-arrestin-1,GPR35 antagonists,GPR55 antagonists,Dengue-2 NS5 capping,KOR beta-arrestin-2,West Nile antiviral,NOD1 inhibition,HIV fusion peptide,GPR55 beta-arrestin,others
Cc1cc2oc(C(=O)N(Cc3ccco3)C3CCS(=O)(=O)C3)cc(=O)c2cc1Cl (centres undefined),0%,1%,-8%,9%,0.6%,-1.6%,-28%,-1.5%,0.0%,Dengue-2 NS5 capping pilot replicate=-3.3
O=C(CSc1cccc(C(F)(F)F)c1)NC(=O)NCc1ccco1,3%,-7%,1%,2%,3.7%,0.6%,0%,1.0%,-0.2%,
CC(C)(C)c1nc(SCC(=O)c2ccccc2)c2ccccc2n1,-25%,-3%,3%,0%,0.9%,-1.8%,7%,0.1%,0.3%,
CCOc1cc(N2CCOCC2)c(OCC)cc1NC(=O)COC(=O)c1cc2ccccc2cc1O,-22%,-5%,11%,4%,-0.8%,0.2%,-19%,-0.9%,0.4%,
COc1ccc(NC(=S)/N=C(\N)Nc2nc(C)c3ccc(C)cc3n2)cc1,-117%[20 µM],-1%,9%,-6%,-2.3%,-0.5%,23%,-1.7%,0.6%,
CCc1ccc(S(=O)(=O)Nc2ccc(C)c(NS(C)(=O)=O)c2)cc1,11%,-13%,2%,·,-1.8%,-0.3%,8%,-1.6%,0.0%,
Cc1ccccc1NC(C)C(=O)N/N=C/c1ccccc1OCc1cccc(Br)c1 (centres undefined),-32%,-18%,5%,-2%,4.5%,0.0%,2%,0.9%,-0.3%,
O=C1/C(=C\c2c(NCCOCCO)nc3ccccn3c2=O)SC(=S)N1Cc1ccco1,-121%[20 µM],13%,-12%,-19%,-3.4%,-0.8%,-29%,50%,-0.1%,
CC(C)C(=O)N1CCC(Cc2ccccc2)CC1,20%,3%,16%,-1%,-5.5%,-0.1%,-11%,-0.9%,1.1%,Dengue-2 NS5 capping pilot replicate=0.9
O=C(NC1CCN(C(=S)NCc2ccco2)CC1)NC12CC3CC(CC(C3)C1)C2,-2%,-8%,20%,1%,-5.2%,-0.5%,-9%,-2.3%,0.0%,
O=C(Nn1cnnc1)c1ccc(F)c(S(=O)(=O)N2CCCCC2)c1,-8%,-2%,7%,-1%,-8.3%,0.1%,6%,3.6%,-0.2%,
COc1ccc(-n2c(SCC#N)nc3ccccc3c2=O)cc1,8%,-6%,16%,4%,-0.4%,-0.2%,-20%,0.3%,-0.4%,
OCCN1CCN(C(=S)c2ccc(-c3ccccc3)cc2)CC1,-10%,11%,7%,-2%,0.2%,-0.8%,-9%,1.5%,1.1%,
O=C(NCCN1CCN(Cc2ccccc2Cl)CC1)Nc1ccccc1,8%,4%,-1%,2%,-5.0%,-0.7%,7%,-3.2%,0.4%,
Cc1ccc(S(=O)(=O)CCc2nnc(NC(=O)CCl)s2)cc1C,22%[20 µM],6%,3%,-2%,-6.9%,-0.4%,30%,0.6%,0.2%,
O=[N+]([O-])c1ccc(Nc2cccc(F)c2)nc1,-10%[20 µM],-9%,-10%,-7%,-12%,-0.4%,-21%,1.1%,-0.1%,
Clc1ccsc1-c1ccnc(-n2cccc2)n1,-34%[20 µM],1%,-7%,-5%,0.8%,0.5%,-23%,-0.6%,0.3%,
Cc1cccc(/C(N)=N/OC(=O)Cc2ccccc2)c1,22%,-7%,12%,·,-3.8%,0.0%,-23%,-0.7%,-0.1%,
COc1ccc(/C=C/C(=O)NC(=S)NCC2CCCO2)cc1 (centres undefined),-1%,8%,7%,-4%,14%,-0.3%,-11%,1.1%,-0.4%,
O=C(CNCC1CCCCC1)Nc1ccc(OC(F)(F)F)cc1,-11%,-8%,-7%,-4%,-5.4%,-0.2%,-56%,0.0%,0.6%,
COCCCn1c(=NC(=O)c2ccccc2)c(C#N)cc2c(=O)n3cccc(C)c3nc21,41%,0%,-15%,?,-1.9%,-0.1%,-2%,133%,0.2%,
CC(Sc1nc2ccccc2c(=O)[nH]1)C(=O)O (centres undefined),9%,-5%,5%,-10%,2.2%,0.1%,-14%,2.1%,-0.1%,
CN1CCN(c2ccc(NC(=O)c3ccc4c(c3)[nH]c(=O)n4Cc3ccc(F)cc3)cc2)CC1,-21%,-1%,3%,-2%,1.8%,-0.3%,-11%,-0.7%,-0.1%,
Cc1cc(C)c2oc(C(=O)Nc3nnc(C(C)C)s3)cc(=O)c2c1,2%,10%,10%,-14%,-1.7%,0.5%,-10%,6.4%,0.1%,
CCCCOc1ccc(C(=O)NCc2ccco2)cc1,14%,8%,13%,-5%,1.3%,0.6%,-9%,-2.6%,-0.1%,
CC(C)c1c(C(=O)N/N=C/c2ccccc2C(=O)O)nnn1-c1nonc1N,-7%,14%,0%,-6%,-0.2%,0.0%,22%,-0.2%,-0.1%,
NNC(=O)c1ccc(COc2ccc([N+](=O)[O-])cc2)o1,-18%,-13%,-28%,-7%,-1.6%,-0.1%,8%,0.1%,0.3%,
O=[N+]([O-])c1ccc(CN2CCN(c3ccc4ccccc4n3)CC2)cc1,-34%,5%,-1%,-5%,-2.9%,-0.4%,-3%,-0.3%,-0.2%,
O=C(CN1CCN(C(=O)c2ccccc2)CC1)Nc1ccccc1,-56%,-3%,3%,-9%,6.6%,-0.4%,35%,0.0%,-0.2%,
COC(=O)c1cc(CSc2nc3ccccc3[nH]2)oc1C,-21%,-8%,3%,8%,-7.9%,-0.5%,-9%,-0.4%,-0.2%,

# A draw from above in order of formula weight, high to low.
SMILES,KOR beta-arrestin-1,GPR35 antagonists,GPR55 antagonists,Dengue-2 NS5 capping,KOR beta-arrestin-2,West Nile antiviral,NOD1 inhibition,HIV fusion peptide,GPR55 beta-arrestin,others
CN1CCN(c2ccc(NC(=O)c3ccc4c(c3)[nH]c(=O)n4Cc3ccc(F)cc3)cc2)CC1,-21%,-1%,3%,-2%,1.8%,-0.3%,-11%,-0.7%,-0.1%,
O=[N+]([O-])c1ccc(CN2CCN(c3ccc4ccccc4n3)CC2)cc1,-34%,5%,-1%,-5%,-2.9%,-0.4%,-3%,-0.3%,-0.2%,
O=C(CN1CCN(C(=O)c2ccccc2)CC1)Nc1ccccc1,-56%,-3%,3%,-9%,6.6%,-0.4%,35%,0.0%,-0.2%,
CCCCOc1ccc(C(=O)NCc2ccco2)cc1,14%,8%,13%,-5%,1.3%,0.6%,-9%,-2.6%,-0.1%,
CC(Sc1nc2ccccc2c(=O)[nH]1)C(=O)O (centres undefined),9%,-5%,5%,-10%,2.2%,0.1%,-14%,2.1%,-0.1%,

# New compounds follow
SMILES,KOR beta-arrestin-1,GPR35 antagonists,GPR55 antagonists,Dengue-2 NS5 capping,KOR beta-arrestin-2,West Nile antiviral,NOD1 inhibition,HIV fusion peptide,GPR55 beta-arrestin,others
O=C(c1c(F)c(F)c(F)c(F)c1F)N1CCN(c2cccc(C(F)(F)F)c2)CC1,-69%,15%,11%,5%,2.0%,-0.3%,-1%,-0.9%,-0.2%,
Cc1nc(NC(=O)c2ccc([N+](=O)[O-])cc2Cl)sc1C(=O)N(C)C,8%,0%,10%,17%,-3.5%,0.5%,-1%,4.1%,-0.2%,
O=C(CSc1nnc(NC(=O)c2ccccc2[N+](=O)[O-])s1)NCC1CCCO1 (centres undefined),-5%,-1%,0%,-4%,3.7%,-0.4%,28%,0.7%,-0.1%,
CC1(C)Cc2nc3sc4c(SCC(=O)NCc5ccccc5)ncnc4c3cc2CO1,-85%,-10%,-21%,-4%,6.2%,-0.7%,-72%,1.0%,-0.2%,Dengue-2 NS5 capping pilot replicate=1.8
Cc1nn(CCCC(=O)N2CCN(c3ccc(F)cc3)CC2)c(C)c1[N+](=O)[O-],4%,-8%,-12%,-5%,-0.6%,-1.2%,-29%,0.1%,-0.8%,
CCS(=O)(=O)n1nc(-c2ccccc2)cc1N,4%,8%,-1%,1%,-4.0%,0.1%,-3%,4.8%,-0.1%,
Cc1cccc(NC(=O)NCCN2C(=O)C3C4C=CC(C4)C3C2=O)c1 (centres undefined),23%,2%,15%,13%,-7.7%,-0.3%,-6%,0.6%,0.4%,
Cc1ccc(CN2CCN(CC(=O)N3CCc4ccccc4C3)C2=O)cc1,-34%,-2%,-9%,·,3.9%,0.1%,-5%,-0.6%,-0.1%,
N#Cc1nc(-c2ccccc2)oc1NCCN1CCCCC1,-11%,16%,9%,-10%,-1.2%,-0.8%,·,-0.6%,-0.1%,
CCOc1ccc2nc(SCC(=O)NCc3ccc4c(c3)OCO4)[nH]c2c1,32%,-5%,-12%,1%,-1.0%,-0.1%,-24%,1.9%,0.7%,
c1csc(-c2nnsc2-c2nc3ccccc3[nH]2)c1,-15%,1%,-5%,-10%,-9.8%,-0.3%,1%,1.4%,-0.3%,
Cc1nc(C(F)(F)F)c(C(=O)O)cc1-c1nc(-c2ccccc2)cs1,14%,4%,7%,-6%,2.6%,-0.1%,-4%,0.9%,-0.1%,
CC1(C)CC(=O)C(C=Nc2ccc(C(=O)c3ccccc3)cc2N=CC2=C(O)CC(C)(C)CC2=O)=C(O)C1,-72%,-24%,-8%,-9%,3.0%,0.8%,-14%,72%,1.3%,
CC1CCN(CCOc2ccccc2-c2ccccc2)CC1,-6%,-8%,8%,-10%,8.7%,-0.6%,-9%,-0.4%,-0.8%,
O=C1N/C(=N/NC(=O)c2cccc3ccccc23)S/C1=C\c1ccccc1OCc1ccccc1,-74%,3%,-5%,17%,1.3%,?,23%,80%*,0.3%,
O=C(N/N=C/c1ccco1)C1COc2ccccc2O1 (centres undefined),12%,-4%,-5%,-9%,-5.6%,-0.5%,-3%,-0.2%,-0.1%,
COc1ccc(C)cc1NC(=O)C1CCN(S(=O)(=O)c2cccs2)CC1,-9%,9%,8%,-2%,-3.3%,0.0%,-10%,-0.5%,0.2%,
Cc1ccc(N2C(=O)C(O)(C(F)(F)F)C3=C2CC(C)(C)CC3=O)cc1 (centres undefined),-15%,-3%,7%,-2%,-0.9%,-0.3%,-23%,0.6%,0.6%,
CN(Cc1ccon1)Cc1cn(C)nc1-c1ccc2c(c1)OCCO2,-48%[20 µM],3%,-12%,-7%,·,0.1%,-26%,2.3%,0.0%,
Cc1ccc(CNC(=O)/C=C/c2cccs2)cc1,-3%,18%,5%,-5%,-1.7%,-1.3%,-29%,-1.6%,0.1%,
COc1ccc(C(C)=O)cc1CN1C(=O)NC2(CCCCCCC2)C1=O,-3%,1%,-3%,-8%,-5.1%,-0.1%,-16%,-1.2%,0.1%,
CCN(CC)c1nc(N)nc(N(c2ccccc2)c2ccccc2)n1,-30%,14%,-3%,-3%,5.2%,-0.1%,14%,-1.4%,0.2%,

# Screening data as filed in PubChem BioAssay.
